GC-B act: human GC-B receptor activators, primary screen, HEK293 GC-B cells, cGMP TR-FRET, EC30 CNP; Atrial natriuretic peptide receptor 2 (Homo sapiens), P20594; 0% at EC30 CNP, 100% saturating CNP; activation, % at 10 µM; actives 0.11% (n = 370,000);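 active = activation at 10 µM reaching about 35% in either raw or pattern-adjusted values, limit read from the data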
HTRA1 inh: HTRA1 serine protease inhibitors, primary screen, biochemical, fluorescence polarization, HTS | recombinant HTRA1, FP-rhodamine activity-based probe | AID 504803, 2011 | actives 0.5% (n = 340,000) | inhibition, % at 5.96 µM; in the data active = inhibition above about 36%;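 note: 0% = enzyme with DMSO and 100% = wells lacking enzyme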
Target sequence (Q92743 whole entry, looked up): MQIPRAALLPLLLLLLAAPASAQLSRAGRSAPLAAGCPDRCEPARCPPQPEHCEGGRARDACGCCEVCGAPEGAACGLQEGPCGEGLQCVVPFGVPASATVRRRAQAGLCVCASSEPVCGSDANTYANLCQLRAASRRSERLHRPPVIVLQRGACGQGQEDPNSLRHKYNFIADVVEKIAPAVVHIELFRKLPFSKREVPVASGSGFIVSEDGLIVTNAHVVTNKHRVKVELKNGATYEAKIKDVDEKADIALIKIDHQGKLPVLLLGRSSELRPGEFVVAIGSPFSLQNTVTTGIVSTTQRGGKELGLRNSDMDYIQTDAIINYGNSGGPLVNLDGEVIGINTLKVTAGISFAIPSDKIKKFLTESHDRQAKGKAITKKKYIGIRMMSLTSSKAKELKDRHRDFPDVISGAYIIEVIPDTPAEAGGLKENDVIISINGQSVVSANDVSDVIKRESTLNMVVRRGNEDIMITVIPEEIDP
NPR1 activator: GC-A stimulated cGMP production enhancers – HEK293 GC-A cells, cGMP TR-FRET, EC30 ANP, primary screen. Atrial natriuretic peptide receptor 1 (Homo sapiens), P16066. 0% at EC30 ANP, 100% saturating ANP. activation, % at 10 µM. actives 0.14% (n = 370,000). AID 1671463, 2021; in the data active = activation above about 40%
An asterisk follows results filed as active; nt = no result given. The list is partial; rates above refer to the full screens.

SMILES	GC-B act	HTRA1 inh	NPR1 activator
CC1=CC2OC3CC4OC(=O)C=CC=CC(=O)OCCC(C)C(O)C(=O)OCC2(CC1O)C4(C)C31CO1 (centres undefined)	nt	-4	nt
Cc1cc(O)c2c(c1)C(=O)C13C(=C2O)C(=O)[C@H]2[C@@H](O)[C@@H]1[C@H]1[C@H](O)[C@@H]3C(=O)C3=C(O)c4c(O)cc(C)cc4C(=O)C312 (some centres undefined)	nt	21	nt
COc1cccc(OP(=O)(Nc2ccccc2)Oc2cccc(OC)c2)c1	nt	-52	nt
COc1ccc(/C=C2/C(=O)NC(=O)N(c3ccccc3)C2=O)cc1CN1C(=O)c2ccccc2C1=O	nt	-4	nt
CCOc1cc(C=C2C(=O)NC(=O)NC2=O)ccc1OS(=O)(=O)c1ccccc1	nt	-15	nt
COC(=O)C1=C(c2ccc(C(C)=O)cc2)C[C@@H]2CC[C@H]1N2C(=O)N1CCCCC1	nt	1	nt
Oc1cc(O)cc(/C=C/c2ccc(O)cc2O)c1	nt	2	nt
COc1ccc(C2NCc3ccc4c(c3-n3cccc32)OCO4)cc1OC (centres undefined)	nt	7	nt
C[C@]12CCC3C(CC[C@H]4C[C@@H](O)CC[C@]34C)C1CCC2=O (some centres undefined)	nt	-7	nt
CN1C(=O)NC(=O)/C(=C\c2ccc([N+](=O)[O-])o2)C1=O	nt	5	nt

Part of the list above, with values under each structure.
Results follow in this order: GC-B act | HTRA1 inh | NPR1 activator
- COc1ccc(C2NCc3ccc4c(c3-n3cccc32)OCO4)cc1OC (centres undefined)
    nt | 7 | nt
- CN1C(=O)NC(=O)/C(=C\c2ccc([N+](=O)[O-])o2)C1=O
    nt | 5 | nt
- CCOc1cc(C=C2C(=O)NC(=O)NC2=O)ccc1OS(=O)(=O)c1ccccc1
    nt | -15 | nt
- Oc1cc(O)cc(/C=C/c2ccc(O)cc2O)c1
    nt | 2 | nt
- CC1=CC2OC3CC4OC(=O)C=CC=CC(=O)OCCC(C)C(O)C(=O)OCC2(CC1O)C4(C)C31CO1 (centres undefined)
    nt | -4 | nt
- Cc1cc(O)c2c(c1)C(=O)C13C(=C2O)C(=O)[C@H]2[C@@H](O)[C@@H]1[C@H]1[C@H](O)[C@@H]3C(=O)C3=C(O)c4c(O)cc(C)cc4C(=O)C312 (some centres undefined)
    nt | 21 | nt

Reprinted at random: 6 records from the list, in no set order.
SMILES	GC-B act	HTRA1 inh	NPR1 activator
COc1ccc(/C=C2/C(=O)NC(=O)N(c3ccccc3)C2=O)cc1CN1C(=O)c2ccccc2C1=O	nt	-4	nt
COC(=O)C1=C(c2ccc(C(C)=O)cc2)C[C@@H]2CC[C@H]1N2C(=O)N1CCCCC1	nt	1	nt
C[C@]12CCC3C(CC[C@H]4C[C@@H](O)CC[C@]34C)C1CCC2=O (some centres undefined)	nt	-7	nt
COc1cccc(OP(=O)(Nc2ccccc2)Oc2cccc(OC)c2)c1	nt	-52	nt
CCOc1cc(C=C2C(=O)NC(=O)NC2=O)ccc1OS(=O)(=O)c1ccccc1	nt	-15	nt
COc1ccc(C2NCc3ccc4c(c3-n3cccc32)OCO4)cc1OC (centres undefined)	nt	7	nt

Continued:
SMILES	GC-B act	HTRA1 inh	NPR1 activator
O=C1NC(=O)N(c2ccccc2)C(=O)/C1=C/c1ccc(Sc2ccccc2)o1	nt	-30	nt
CN1C(=O)C(Cc2cccc3ccccc23)C(=O)N(C)C1=O	nt	4	nt
COC(=O)C1=C(c2ccc(F)cc2F)C[C@@H]2CC[C@H]1N2C(=O)NC(C)C	nt	5	nt
COC(=O)C1=C(c2ccc(OCc3ccccc3)cc2)C[C@@H]2CC[C@H]1N2C(=O)NC1CCN(Cc2ccccc2)CC1	nt	-20	nt
CCOP(=O)(OCC)C(O)c1ccc(Br)cc1 (centres undefined)	nt	0	nt
COC(=O)C1=C(c2ccc(Cl)c(C(F)(F)F)c2)C[C@@H]2CC[C@H]1N2C(=O)NCCOc1ccccc1Cl	nt	-46	nt
CC(Cc1ccccc1Sc1ccc(O)cc1)N(C)C (centres undefined)	nt	0	nt
NC(N)=Nc1ccc2[nH]c3c(c2c1)C[C@@]1(O)[C@H]2Cc4ccc(O)c5c4[C@@]1(CCN2CC1CC1)[C@H]3O5	nt	3	nt
COC(=O)C1=C(c2ccc3ccccc3c2)C[C@@H]2CC[C@H]1N2C(=O)N1CCCC1	nt	-4	nt
COC(=O)C1=C(c2ccc(F)cc2OCc2ccccc2)C[C@@H]2CC[C@H]1N2C(=O)N1CCC(O)CC1	nt	-10	nt
COc1ccc(N2C(=O)NC(=O)/C(=C\c3cn(C)c4ccccc34)C2=O)cc1	nt	-1	nt
CCCNC(=O)N1[C@H]2CC[C@@H]1C(C(=O)OC)=C(c1ccc(F)cc1OCc1ccccc1)C2	nt	-10	nt
O=C(c1ccc2c(=O)n(Cc3ccc4c(c3)OCO4)c(=S)[nH]c2c1)N1CCC2(CC1)OCCO2	2	0	4
CN(C)c1nc(OCCNC(=O)COc2ccc(Cl)cc2Cl)nc(N2CCCCC2)n1	-17	1	-26
O=c1c2ccccc2nc(-c2ccoc2)n1-c1ccccc1	-6	4	-5
O=P(Nc1ccccc1)(Nc1ccccc1)Oc1ccc(Cl)cc1	-18	-26	-25
